esBAF inh = SWI/SNF esBAF complex inhibition | 2% of 350,000 active | AID 602393 | mouse ES cells, Bmi1-luciferase knock-in reporter, 24 h; 100% = twice the neutral-well signal | reporter increase, % at 12.5 µM; in the data active = activation above about 40%; inconclusive = no clear call, values can overlap the other calls;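 also: 0% = median of the plate's neutral control wells and 100% = double that signal; a rise in the Bmi1 reporter signal indicates esBAF inhibition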
RAD54 branch = RAD54 (human) branch migration inhibition. Q92698. RAD54 Holliday junction branch migration, FAM/BHQ fluorescence. inhibition, % at 10.4 µM. 0.14% of 360,000 active. AID 602329;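 active = mean normalized replicate activity at least 40 and at least half of replicates scoring 40 or more; inconclusive = only one of the two criteria met; inactive = mean below 40 and under half of replicates reaching 40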;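 also: 0% = median of neutral control wells and 100% = median of positive control wells; inhibitors cause a drop in the FAM fluorescence signal; in these data hits start at about 50%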
Target sequence (Q92698 whole entry, looked up): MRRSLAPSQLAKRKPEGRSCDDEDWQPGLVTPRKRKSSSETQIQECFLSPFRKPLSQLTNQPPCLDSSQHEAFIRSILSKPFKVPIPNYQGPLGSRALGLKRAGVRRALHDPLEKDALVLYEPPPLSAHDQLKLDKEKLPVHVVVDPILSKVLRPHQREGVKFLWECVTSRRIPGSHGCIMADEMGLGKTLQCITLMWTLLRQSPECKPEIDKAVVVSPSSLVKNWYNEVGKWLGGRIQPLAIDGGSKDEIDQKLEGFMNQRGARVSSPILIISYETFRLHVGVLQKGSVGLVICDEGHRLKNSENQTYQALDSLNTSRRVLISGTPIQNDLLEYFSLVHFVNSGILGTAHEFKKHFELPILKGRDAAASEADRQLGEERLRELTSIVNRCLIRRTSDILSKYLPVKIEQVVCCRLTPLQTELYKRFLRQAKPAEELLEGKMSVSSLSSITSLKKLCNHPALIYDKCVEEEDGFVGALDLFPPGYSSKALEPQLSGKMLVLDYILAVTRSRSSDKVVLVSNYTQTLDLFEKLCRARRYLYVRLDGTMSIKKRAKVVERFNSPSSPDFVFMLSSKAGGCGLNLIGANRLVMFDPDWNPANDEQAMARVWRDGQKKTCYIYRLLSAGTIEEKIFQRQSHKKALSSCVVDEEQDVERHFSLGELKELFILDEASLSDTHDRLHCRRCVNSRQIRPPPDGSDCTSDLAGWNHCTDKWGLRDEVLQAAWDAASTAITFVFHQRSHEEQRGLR
Starred values were filed as active, the others as inactive.

How did O=C(c1cccc(F)c1)N1CCN(CC2CC3C=CC2C3)CC1 (centres undefined) do in these assays?
esBAF inh: 1; RAD54 branch: -4

Results for CC(C)NC(=O)C(=O)NCCc1ccc(Cl)cc1 ?
esBAF inh: 5; RAD54 branch: 11

What do the screens show for `COC(=O)c1cc2oc(C)cc2n1CC(=O)Nc1ccc(C)c(C)c1`?
esBAF inh: 2; RAD54 branch: -8

What do the screens show for `O=C(Nc1ccc2c(c1)OCCO2)C1CCN(S(=O)(=O)c2cccc3nsnc23)CC1`?
esBAF inh: -4; RAD54 branch: -1

How did Cc1[nH]c2ccc(CNS(=O)(=O)c3ccc(S(=O)(=O)N4CCOCC4)cc3)cc2c1C do in these assays?
esBAF inh: 0; RAD54 branch: 8

How did CCN1C(=S)SC(=O)C1=C1C=C(C)N(CCO)C(C)=C1 do in these assays?
esBAF inh: 34; RAD54 branch: -18

How did CCC(=O)Nc1c2c(nn1-c1ccccc1C)CSC2 do in these assays?
esBAF inh: 7; RAD54 branch: 7

What do the screens show for `CCN1CCN(S(=O)(=O)c2cccc([N+](=O)[O-])c2)CC1`?
esBAF inh: -8; RAD54 branch: 0

Results for Cc1ccc(-c2nc3ccccc3s2)cc1NC(=S)NC(=O)/C=C/c1ccco1 ?
esBAF inh: 65*; RAD54 branch: 5

How did CCN1C(=O)C(NC(C)=O)c2cc(Br)ccc21 (centres undefined) do in these assays?
esBAF inh: 4; RAD54 branch: -4

How did O=C(COc1cccc(OC(F)F)c1)Nc1ccc(SC(F)F)cc1 do in these assays?
esBAF inh: -6; RAD54 branch: 0

How did CC(C)(C)c1cc(/C=N/NC(=O)Cc2nc3ccccc3[nH]2)cc(C(C)(C)C)c1O do in these assays?
esBAF inh: 15; RAD54 branch: -2

Results for COc1ccc(C2CC(=O)C=C(NC3CCCC3)C2)cc1 (centres undefined) ?
esBAF inh: 12; RAD54 branch: 2

How did OCCN(CCO)CC(O)CN1c2ccccc2Sc2ccccc21 (centres undefined) do in these assays?
esBAF inh: 5; RAD54 branch: -1

What do the screens show for `Cc1nn(-c2ccccc2)c2c1C(O)n1c(nc3ccccc31)S2` (centres undefined)?
esBAF inh: 15; RAD54 branch: -6

Pulled by structure from above:
Results for CC(C)NC(=O)C(=O)NCCc1ccc(Cl)cc1 ?
esBAF inh: 5; RAD54 branch: 11

What do the screens show for `O=C(Nc1ccc2c(c1)OCCO2)C1CCN(S(=O)(=O)c2cccc3nsnc23)CC1`?
esBAF inh: -4; RAD54 branch: -1

How did O=C(c1cccc(F)c1)N1CCN(CC2CC3C=CC2C3)CC1 (centres undefined) do in these assays?
esBAF inh: 1; RAD54 branch: -4

Results for Cc1ccc(-c2nc3ccccc3s2)cc1NC(=S)NC(=O)/C=C/c1ccco1 ?
esBAF inh: 65*; RAD54 branch: 5

How did CCN1C(=O)C(NC(C)=O)c2cc(Br)ccc21 (centres undefined) do in these assays?
esBAF inh: 4; RAD54 branch: -4

How did CC(C)(C)c1cc(/C=N/NC(=O)Cc2nc3ccccc3[nH]2)cc(C(C)(C)C)c1O do in these assays?
esBAF inh: 15; RAD54 branch: -2

Next part.
How did COc1cc2c(C(=O)N3CCN(C)CC3)c(C)oc2cc1Br do in these assays?
esBAF inh: -8; RAD54 branch: -6

What do the screens show for `O=C1CCC(C(=O)N(Cc2ccco2)C2(C(=O)NC3CCCC3)CCCCC2)N1` (centres undefined)?
esBAF inh: 2; RAD54 branch: 4

How did O=C(NC1CCCc2ccccc21)C1CCN(S(=O)(=O)c2cccc3nsnc23)CC1 (centres undefined) do in these assays?
esBAF inh: 1; RAD54 branch: -2

Results for Oc1c(Cl)cc(Cl)cc1/C=N/c1nccs1 ?
esBAF inh: -4; RAD54 branch: -2

How did CN(C)S(=O)(=O)c1ccc(N2CCCC2)c(C(=O)OCC(=O)NC2(C#N)CCCCC2)c1 do in these assays?
esBAF inh: 1; RAD54 branch: -6

How did COc1ccc(CNCCc2ccc(Cl)cc2)cc1OCc1ccccc1 do in these assays?
esBAF inh: -27; RAD54 branch: 5

What do the screens show for `C/C(CCc1ccc2c(c1)OCO2)=N\N=C1\NC(=O)CC(C(=O)Nc2ccccc2)S1` (centres undefined)?
esBAF inh: -10; RAD54 branch: -3

How did CCOC(=O)CSC1=C(C#N)C(=O)NC2(CCCCC2)S1 do in these assays?
esBAF inh: -6; RAD54 branch: -2

What do the screens show for `Cc1occc1C(=O)OCC(=O)Nc1ccc(F)cc1`?
esBAF inh: inconclusive; RAD54 branch: -9

Results for COC(=O)c1c(C)[nH]c(C(=O)COC(=O)Cc2ccc3c(c2)OCCO3)c1C ?
esBAF inh: 7; RAD54 branch: -5

How did COc1cc(C2C3=C(Nc4ncnn42)c2ccccc2CC3)cc(OC)c1OC (centres undefined) do in these assays?
esBAF inh: -1; RAD54 branch: 1

Results for O=C(NCc1ccco1)C(c1cccnc1)N(C(=O)Cn1nnc2ccccc21)c1ccccc1 (centres undefined) ?
esBAF inh: 5; RAD54 branch: 5

What do the screens show for `Clc1cccc(CSc2nnc(-c3sccc3-n3cccc3)o2)c1`?
esBAF inh: 0; RAD54 branch: -6

How did O=C(NCc1cccnc1)c1cc(-c2ccccc2)on1 do in these assays?
esBAF inh: 47*; RAD54 branch: 4

What do the screens show for `N#Cc1nc(COc2ccc(Cl)cc2Cl)oc1N1CCOCC1`?
esBAF inh: 19; RAD54 branch: 8

Results for O=C(Nc1ccc2c(c1)OCO2)N1CCN(S(=O)(=O)c2ccc(Cl)cc2)CC1 ?
esBAF inh: 17; RAD54 branch: 0

Results for COc1cccc(NC(=O)C(NCCC(C)C)c2ccccc2)c1 (centres undefined) ?
esBAF inh: 9; RAD54 branch: -3

Results for COc1ccc(-c2nnc(SCC(=O)/C(C#N)=C(\C)N)o2)cc1 ?
esBAF inh: -40; RAD54 branch: 0

Results for Cc1cc(NC(=O)COn2nnc3ccc(Cl)cc32)no1 ?
esBAF inh: -9; RAD54 branch: -12

How did CCCc1ccc(Oc2cc(C)nc(N3CCOCC3)n2)cc1 do in these assays?
esBAF inh: 8; RAD54 branch: -4

What do the screens show for `C=CCn1c(=O)c2ccccc2n2c(SCC(=O)NCc3cccs3)nnc12`?
esBAF inh: -16; RAD54 branch: 14

How did CC(C)(C)c1ccc(OCC(=O)NNC(=O)Cc2cccs2)cc1 do in these assays?
esBAF inh: 5; RAD54 branch: -18

How did COc1ccc(-c2nc(NC(=O)c3cc(C(C)(C)C)nn3C)sc2C)cc1 do in these assays?
esBAF inh: 1; RAD54 branch: -12

Results for N#CC1=C(N)NC(SCC(=O)O)=C(C#N)C12CCCC2 ?
esBAF inh: -3; RAD54 branch: -10

Results for Cc1ccc(C(=O)N2C3C=CC(C3)C2(C(F)(F)F)C(F)(F)F)cc1 (centres undefined) ?
esBAF inh: 2; RAD54 branch: -1

How did O=C(NCCN1CCOCC1)c1ccccc1[N+](=O)[O-] do in these assays?
esBAF inh: -10; RAD54 branch: -6

Results for Cc1ccc(CC(=O)NCC2CCCCC2)cc1 ?
esBAF inh: 30; RAD54 branch: -14

Results for O=C(CCN1C(=O)c2ccccc2S1(=O)=O)N1CCN(c2ccccc2)CC1 ?
esBAF inh: 3; RAD54 branch: -13

How did O=C(Nc1ccc2oc(-c3ccccc3)nc2c1)c1ccccc1F do in these assays?
esBAF inh: 51*; RAD54 branch: -6

Results for Cc1cccc2cc(-c3nc4ccc(C(=O)O)cc4[nH]3)c(=O)oc12 ?
esBAF inh: -3; RAD54 branch: -25

Results for COc1ccc(O)c(C(=O)c2cnn(C(=O)c3cc(C)oc3C)c2)c1 ?
esBAF inh: -3; RAD54 branch: -3

How did Cc1ccc(-n2nnnc2SCC(=O)N2c3ccccc3NC(=O)C2(C)C)cc1 do in these assays?
esBAF inh: 12; RAD54 branch: 3

What do the screens show for `CCn1c(SC/C=C/c2ccccc2)nnc1-c1cnccn1`?
esBAF inh: 20; RAD54 branch: 3

What do the screens show for `Cc1noc(C)c1S(=O)(=O)NCC(=O)O`?
esBAF inh: 0; RAD54 branch: -15

How did O=c1cc(-c2cccc3ccccc23)[nH][nH]1 do in these assays?
esBAF inh: -7; RAD54 branch: -2

Results for COCCn1nnnc1C(c1ccccc1OC)N1CCN(c2ccccc2)CC1 (centres undefined) ?
esBAF inh: -6; RAD54 branch: 8

What do the screens show for `CCCN1Cc2cccc(C(=O)N3CCN(c4cc(Cl)ccc4C)CC3)c2C1=O`?
esBAF inh: 4; RAD54 branch: 1

How did COc1ccc2[nH]c(C)c(CCN(Cc3cccs3)C(=S)Nc3cccc(F)c3)c2c1 do in these assays?
esBAF inh: -17; RAD54 branch: -14

Results for O=C(CSc1oc(-c2ccco2)nc1S(=O)(=O)c1ccccc1)NCC1CCCO1 (centres undefined) ?
esBAF inh: -6; RAD54 branch: -7

How did CCOc1ccc(CN(CCO)CCO)cc1C(=O)OC do in these assays?
esBAF inh: -6; RAD54 branch: -22

How did COc1cc(/C=C2/C(=N)N3N=C(CC(=O)N4CCOCC4)SC3=NC2=O)ccc1OCc1ccccc1F do in these assays?
esBAF inh: 11; RAD54 branch: 11

How did COc1cc(NC(=O)c2ccco2)ccc1NC(=O)c1ccccc1Cl do in these assays?
esBAF inh: 12; RAD54 branch: 2

How did C=C1c2cc(C)ccc2NC(=O)N1c1ccc(C)cc1 do in these assays?
esBAF inh: 9; RAD54 branch: -5

How did NCCN1CCN(CCN)CC1 do in these assays?
esBAF inh: 6; RAD54 branch: 50*

What do the screens show for `CS(=O)(=O)N1N=C(c2ccc(Br)cc2)CC1c1ccc2c(c1)OCO2` (centres undefined)?
esBAF inh: 54*; RAD54 branch: -2

Compounds above containing a COOH group (3):
Results for N#CC1=C(N)NC(SCC(=O)O)=C(C#N)C12CCCC2 ?
esBAF inh: -3; RAD54 branch: -10

Results for Cc1cccc2cc(-c3nc4ccc(C(=O)O)cc4[nH]3)c(=O)oc12 ?
esBAF inh: -3; RAD54 branch: -25

What do the screens show for `Cc1noc(C)c1S(=O)(=O)NCC(=O)O`?
esBAF inh: 0; RAD54 branch: -15

Continued.
How did Cc1ccccc1OCC(=O)NNC(=O)Nc1ccc(Cl)cc1 do in these assays?
esBAF inh: -9; RAD54 branch: 2

What do the screens show for `CCOC(=O)N1CCN(C(=O)Cc2ccc(Cl)cc2)CC1`?
esBAF inh: 9; RAD54 branch: -5

How did CC(CC(C)C(=O)Nc1ccccc1C(C)(C)C)C(=O)O (centres undefined) do in these assays?
esBAF inh: -5; RAD54 branch: 4

Results for O=c1oc2ccccc2c2c1ncn2C1CCCCC1 ?
esBAF inh: -1; RAD54 branch: -9

How did N#CCSc1nnc(N)s1 do in these assays?
esBAF inh: -3; RAD54 branch: -3

What do the screens show for `COc1ccc(S(=O)(=O)n2ccnc2)c2cccnc12`?
esBAF inh: -7; RAD54 branch: 10

How did COc1ccc(N(C(=O)c2cnccn2)C(C(=O)NC2CCCCC2)c2ccc(Cl)cc2)cc1 (centres undefined) do in these assays?
esBAF inh: -5; RAD54 branch: 1

What do the screens show for `O=C(O)Cn1cc2c(n1)CCCCC2`?
esBAF inh: -3; RAD54 branch: 5

Results for CCCc1ccc(OC(=O)c2cccs2)cc1 ?
esBAF inh: -5; RAD54 branch: 8

What do the screens show for `CCOC(=O)CNC(=O)CSc1nnc(-c2cccc(C)c2)n1-c1ccc(OC)cc1`?
esBAF inh: 9; RAD54 branch: -1

What do the screens show for `CNC(=O)NCCN1CCCC1=O`?
esBAF inh: 0; RAD54 branch: -9

What do the screens show for `COc1cc(C)nc(OCCNC(=O)COc2ccc(Cl)cc2C)n1`?
esBAF inh: -3; RAD54 branch: -9

How did C=CCOC(=O)CCP(=O)(CCC(=O)OCC=C)c1ccccc1 do in these assays?
esBAF inh: -11; RAD54 branch: 11

Results for O=C(Nc1cccc(C(=O)N2CCOCC2)c1)NC1CCCCC1 ?
esBAF inh: -9; RAD54 branch: -18

Results for O=C1c2ccccc2C(=O)N1CN(C(=O)COc1ccccc1)c1ccccc1 ?
esBAF inh: -3; RAD54 branch: 4

What do the screens show for `CCC(CC)NC(=O)c1ccc2nc[nH]c2c1`?
esBAF inh: -9; RAD54 branch: -3

What do the screens show for `CCOC(=O)c1oc2ccccc2c1CSc1nnnn1-c1ccc(C)cc1`?
esBAF inh: 3; RAD54 branch: -1

Results for CCOc1cc(C(=O)N(CC)CC(=O)Nc2c(F)cccc2F)ccc1OCC(=O)N1CCOCC1 ?
esBAF inh: 4; RAD54 branch: -2

Results for COc1ccccc1N1CCN(Cc2ccc(Br)o2)CC1 ?
esBAF inh: 12; RAD54 branch: 6

How did CC(=O)NN1C(=O)c2ccc(Oc3ccc([N+](=O)[O-])cc3)cc2C1=O do in these assays?
esBAF inh: -9; RAD54 branch: -3

How did CC1CCCN(c2nc3nonc3nc2N2CCCC(C)C2)C1 (centres undefined) do in these assays?
esBAF inh: -1; RAD54 branch: -1

What do the screens show for `CCc1ccc(C(C)NC(=O)/C(C#N)=C\c2cn[nH]c2-c2ccccc2)cc1` (centres undefined)?
esBAF inh: -4; RAD54 branch: -1

How did COC(=O)CC1Oc2ccccc2N(Cc2ccc(C)cc2)C1=O (centres undefined) do in these assays?
esBAF inh: -4; RAD54 branch: -13

Results for CCOC(=O)c1sc2cc([N+](=O)[O-])cc(SCC(=O)OC)c2c1N ?
esBAF inh: -5; RAD54 branch: -9

Results for COCCOC(=O)c1c(C)n(C)c2ccc(OC(=O)c3ccco3)cc12 ?
esBAF inh: 6; RAD54 branch: 0

What do the screens show for `CCN(CC)C(=O)COc1cc(C)cc2oc(=O)cc(-c3ccccc3)c12`?
esBAF inh: -4; RAD54 branch: 0

Results for COc1ccc(C(=O)CSc2nnc(C3CCCCC3)n2N)c(OC)c1 ?
esBAF inh: -4; RAD54 branch: 0

How did O=C(CN1CCN(S(=O)(=O)c2ccc(F)cc2)CC1)Nc1ccc(Cl)c(C(F)(F)F)c1 do in these assays?
esBAF inh: -14; RAD54 branch: 2

High-throughput results from PubChem BioAssay.

Only part of the results is shown, so the mix of outcomes need not match the whole.
